High-throughput results as filed in PubChem BioAssay.
tim10-1 inh – growth inhibitors of tim10-1 mutant yeast | AID 463190 | S. cerevisiae tim10-1 ts strain growth, BacTiter-Glo, 24 h | inhibition, % at 20 µM | 2.2% of 330,000 active;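 active means inhibition of at least 40%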;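 further: mutant grown at 25 °C; 0% = DMSO wells with yeast and 100% = wells holding no yeast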
CHOP UPR activ – apoptotic UPR (CHOP) activation | activation, % at 10 µM | AID 449763 | 0.34% of 330,000 active | CHO-CHOP luciferase reporter, luminescence; percent of tunicamycin response over DMSO baseline;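 active means at 10 µM dose, activation of 40% or more, normalized to positive control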;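 further: 100% = tunicamycin at 10 µg/mL and 0% = DMSO alone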
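assay system = CHO CHOP reporter cells | amount = 500 CHO-CHOP cells per well | buffer or medium = F12 with 10% FBS | incubation = 16-18 h cell attachment, then 6 h compound exposure, 37 °C | detection = luminescence read with Steady-Glo | read-out = percent activation relative to tunicamycin control | controls = tunicamycin high control, DMSO low control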
CXCR6 block – inhibitors of human CXCR6 receptor | CHO-K1 PathHunter CXCR6 beta-arrestin, luminescence | O00574 | 0.36% of 360,000 active | inhibition, % at 20 µM | AID 602244; in the data active means inhibition above about 34%, passing the limit was not always enough;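 further: antagonist mode with CXCL16 agonist at 10 nM final; 0% = 10 nM CXCL16 with DMSO and 100% = unstimulated wells without agonist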
TIM10 inh – TIM10 yeast growth inhibition; AID 463195; S. cerevisiae TIM10 strain growth, BacTiter-Glo luminescence, 24 h; 1.4% of 330,000 active; inhibition, % at 10 µM;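 active means inhibition of 40% or more at the single tested concentration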;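 further: wild-type TIM10 isogenic control strain grown at permissive 25 °C; 0% = DMSO yeast wells and 100% = minimal medium wells without yeast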
APJ ag – APJ receptor agonism; CHO-K1 APJ PathHunter beta-arrestin, luminescence; 0% DMSO wells, 100% apelin; 0.11% of 330,000 active; activation, % at 20 µM;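 active means activation more than six SD over the plate average, tested at 20 µM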;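 further: 0% = DMSO alone and 100% = apelin-13 at 10 nM; some results filed as inactive read as strong as hits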
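Test system: CHO-K1 APJ beta-arrestin complementation cell line. Amount: cell density 1000 per well. Controls: DMSO negative, 10 nM Apelin-13 positive. Signal: luminescent beta-gal fragment complementation, chemiluminescent substrate. Read-out basis: agonist-driven arrestin binding to APJ. Timing: compound stimulation 90 min at 25 °C, detection 60 min.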
tim23-1 inh – tim23-1 yeast growth inhibition | inhibition, % at 20 µM | S. cerevisiae tim23-1 growth, BacTiter-Glo luminescence, 24 h | AID 463212 | 1.3% of 330,000 active;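 active means growth inhibition of the mutant yeast at or above 50%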;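 further: temperature-sensitive mutant grown at 25 °C; plate controls were DMSO-treated mutant yeast for no effect and medium wells lacking yeast for full effect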
Mdm2 MdmX PPI – human Mdm2/MdmX binding inhibition | O15151+Q00987 | SaOS-2 split-luciferase Mdm2/MdmX complementation, luminescence | inhibition, % at 8 µM | 3% of 330,000 active;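 active means inhibition of at least 50% at 8 µM in the primary screen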
Target sequence (O15151 whole entry, looked up): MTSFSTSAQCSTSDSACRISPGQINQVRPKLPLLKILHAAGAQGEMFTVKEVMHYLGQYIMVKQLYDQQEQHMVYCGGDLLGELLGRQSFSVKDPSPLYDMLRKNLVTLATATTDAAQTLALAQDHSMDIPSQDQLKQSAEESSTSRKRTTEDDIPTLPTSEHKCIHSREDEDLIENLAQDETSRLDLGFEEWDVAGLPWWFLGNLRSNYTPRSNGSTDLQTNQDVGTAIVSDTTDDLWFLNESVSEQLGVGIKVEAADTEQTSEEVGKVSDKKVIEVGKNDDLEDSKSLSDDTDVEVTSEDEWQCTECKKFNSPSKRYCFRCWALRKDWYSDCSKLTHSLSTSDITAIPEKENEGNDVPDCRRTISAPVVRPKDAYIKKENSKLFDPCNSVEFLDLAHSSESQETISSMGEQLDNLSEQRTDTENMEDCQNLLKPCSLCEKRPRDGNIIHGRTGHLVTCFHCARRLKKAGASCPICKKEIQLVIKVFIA
Target sequence (Q00987 whole entry, looked up): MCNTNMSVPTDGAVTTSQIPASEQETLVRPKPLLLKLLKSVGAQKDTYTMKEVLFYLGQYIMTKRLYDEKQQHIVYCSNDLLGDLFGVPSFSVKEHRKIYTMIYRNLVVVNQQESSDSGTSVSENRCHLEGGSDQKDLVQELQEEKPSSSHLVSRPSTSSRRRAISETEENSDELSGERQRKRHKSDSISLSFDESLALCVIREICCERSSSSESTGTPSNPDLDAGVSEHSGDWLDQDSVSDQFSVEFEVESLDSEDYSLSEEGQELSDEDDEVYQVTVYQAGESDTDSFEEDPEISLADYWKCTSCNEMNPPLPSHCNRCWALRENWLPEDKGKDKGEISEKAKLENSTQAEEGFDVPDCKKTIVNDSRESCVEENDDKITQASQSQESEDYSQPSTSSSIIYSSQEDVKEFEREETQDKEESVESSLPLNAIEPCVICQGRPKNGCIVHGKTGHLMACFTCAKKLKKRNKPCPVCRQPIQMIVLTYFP
APJ antag – blocks the human apelin receptor APJ. CHO-K1 APJ beta-arrestin complementation, luminescence. inhibition, % at 20 µM. AID 2521. P35414. 0.32% of 330,000 active;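 active means inhibition above about 40% at 20 µM, limit read from the data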;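 further: cells challenged with 10 nM apelin-13 agonist together with compound; plate controls were apelin-13 plus DMSO wells for no effect and DMSO wells lacking apelin-13 for full effect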
UPR XBP1 act – adaptive UPR (XBP1) activation. CHO-XBP1 luciferase reporter, IRE1-XBP1 UPR activation, luminescence; percent of tunicamycin response, DMSO as zero. activation, % at 20 µM. 0.33% of 330,000 active;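 active means versus positive control, 20 µM dose yields 30% or more activation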;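 further: 100% = tunicamycin at 10 µg/mL and 0% = DMSO only wells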
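Material – CHO cell line with stable XBP1 luciferase reporter · Buffer or medium – F12 plus 10% FBS · Compound – single point, 20 µM final compound, 1% DMSO · Schedule – 16-18 h cell attachment at 37 °C, then 6 h compound exposure · Signal – Steady-Glo luminescence read · Benchmarks – high control tunicamycin 10 µg/mL final, low control DMSO vehicle only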
An asterisk follows results filed as active; / = no result given; & = joins results of further samples. Not all compounds are listed (hit frequency here may not be typical).

Second line of a record: tim10-1 inh	APJ antag	tim23-1 inh	APJ ag	UPR XBP1 act	CXCR6 block	Mdm2 MdmX PPI	TIM10 inh	CHOP UPR activ
(1) O=S(=O)(c1ccc(Cl)nc1)N1CCCCC1
→ 5	4	-2	3	-4	-5	-7	3	1.1
(2) CN(C)/C=C/C(=O)c1ccc([N+](=O)[O-])c(CS(=O)(=O)c2ccccc2)c1
→ 20	-7	5	-3	-1	-9	7	15	-0.8
(3) O=C(O)c1ccc(S(=O)(=O)NC2CCCCCC2)cc1
→ -14	16	-4	-2	-4	-6	-2	-6	-0.3
(4) CCN(CC)CCN1C(=O)C(=O)/C(=C(/O)c2ccncc2)C1c1ccccc1 (configuration not stated)
→ -17	1	-4	2	0	-5	-19	-8	0.3
(5) NC(=O)COc1ccc(C(=O)NCC2(N3CCOCC3)CCCCC2)cc1
→ -2	-7	6	-3	-3	2	7	6	1.8
(6) COc1ccc(C(CNC(=O)c2ccc(Cl)c(S(=O)(=O)N3CCCC3)c2)N2CCCC2)cc1 (configuration not stated)
→ 9	5	16	-3	0	4	16	16	0.6
(7) CCOc1cccc(C=NNc2ccc(S(=O)(=O)Nc3ccccc3C(=O)O)cc2[N+](=O)[O-])c1O
→ -3	4	7	-5	-3	9	7	1	-0.2
(8) CCCCn1c(=O)[nH]c(=O)c2c1nc(-c1ccc(C#N)cc1)n2C1CCCC1
→ 23	10	-5	-2	-2	6	-1	15	-2.5
(9) COc1ccccc1CC(=O)Nc1cc(OC)c(NC(=O)c2ccccc2)cc1OC
→ 27	-30	21	3	-3	4	15	7	1.2
(10) COc1ccc(-c2nc3cnccn3c2NC2CCCCC2)cc1-c1cccc(Cl)c1
→ -3	-3	22	-2	7	-17&-2	35	-1	-1.7
(11) Cc1cccc(NC(=O)C2CC2c2ccccc2)c1C (configuration not stated)
→ 9	-11	3	0	0	3	13	-3	0.9
(12) COc1ccc(-c2cc(C(F)(F)F)nc(-n3cc(Br)cn3)n2)cc1
→ 1	3	6	-5	4	-1	48	14	1.4
(13) COC(=O)c1sc2nc(C)nc(SCC(=O)N3CCC(C(=O)O)CC3)c2c1C
→ 21	3	1	-4	-2	1	15	-2	-1.1
(14) Cc1ccccc1N1CCN(C(=S)c2ccccc2)CC1
→ 36	17	43	-4	-3	8	23	37	-0.4
(15) Cc1cccc(C)c1NC(=O)CN1C(=O)CCSc2ccc(S(=O)(=O)N3CCCC3)cc21
→ -8	1	-6	0	-2	7	30	-1	2.8
(16) COc1cc(OC)c(N(C)S(=O)(=O)c2cccc(C(=O)Nc3nc(C)cs3)c2)cc1Cl
→ 21	-2	29	-3	-1	2	4	-1	0.5
(17) COc1ccc([C@@H]2[C@@H]3C(=O)N(C(C)(C)C)C(=O)[C@@H]3[C@]3(CC(C)C)C(=O)N(c4cccc(F)c4)C(=O)N23)cc1
→ -8	2	4	-3	2	6	7	7	-1.8
(18) O=C1NC(=S)N/C1=C/C=C/c1ccccc1
→ 0	-1	-9	1	4	1	-15	-5	4.1
(19) CC(NC(=O)Cc1cccs1)C(c1cccs1)N1CCOCC1 (configuration not stated)
→ 25	8	18	0	-2	0	-5	19	2.1
(20) CCc1ccc(N2NC(=O)/C(=C/C=C/c3ccco3)C2=O)cc1
→ 10	14	9	-5	1	25	25	-7	-0.2

6 compounds drawn at random from those above, as already listed:
Second line of a record: tim10-1 inh	APJ antag	tim23-1 inh	APJ ag	UPR XBP1 act	CXCR6 block	Mdm2 MdmX PPI	TIM10 inh	CHOP UPR activ
(12) COc1ccc(-c2cc(C(F)(F)F)nc(-n3cc(Br)cn3)n2)cc1
→ 1	3	6	-5	4	-1	48	14	1.4
(11) Cc1cccc(NC(=O)C2CC2c2ccccc2)c1C (configuration not stated)
→ 9	-11	3	0	0	3	13	-3	0.9
(18) O=C1NC(=S)N/C1=C/C=C/c1ccccc1
→ 0	-1	-9	1	4	1	-15	-5	4.1
(20) CCc1ccc(N2NC(=O)/C(=C/C=C/c3ccco3)C2=O)cc1
→ 10	14	9	-5	1	25	25	-7	-0.2
(13) COC(=O)c1sc2nc(C)nc(SCC(=O)N3CCC(C(=O)O)CC3)c2c1C
→ 21	3	1	-4	-2	1	15	-2	-1.1
(17) COc1ccc([C@@H]2[C@@H]3C(=O)N(C(C)(C)C)C(=O)[C@@H]3[C@]3(CC(C)C)C(=O)N(c4cccc(F)c4)C(=O)N23)cc1
→ -8	2	4	-3	2	6	7	7	-1.8

The listing continues.
Second line of a record: tim10-1 inh	APJ antag	tim23-1 inh	APJ ag	UPR XBP1 act	CXCR6 block	Mdm2 MdmX PPI	TIM10 inh	CHOP UPR activ
(21) COC(OC)C(C)NC(=O)NC(=O)c1ccccc1Cl (configuration not stated)
→ -2	6	3	-1	0	-1	17	11	2.6
(22) CC1CN(c2ccc([N+](=O)[O-])nc2)CC(C)O1 (configuration not stated)
→ 12	33	8	-4	-1	1	-2	-1	-0.3
(23) O=C(CCNS(=O)(=O)c1ccccc1)NNC(=O)C1COc2ccccc2O1 (configuration not stated)
→ -30	-29	-3	13	2	0	10	-7	-0.8
(24) CN=C(C)/C(C(=O)OC)=C(/O)c1ccccc1F
→ -5	20	5	-5	1	3	-42	-7	1.2
(25) CCN(C(=O)COc1ccccc1C(=O)NCc1ccccc1)C1CCS(=O)(=O)C1 (configuration not stated)
→ 4	13	-3	-7	-3	6	6	7	-1.3
(26) CCOC(=O)C1(Cc2ccc(Cl)cc2)CCN(C(=O)CCc2ccncc2)CC1
→ 20	12	17	-3	0	10	-3	13	-2.0
(27) CC1CC(C)(C)NC(=S)N1CCCC(=O)N1CCN(c2ccc(F)cc2)CC1 (configuration not stated)
→ -3	5	11	-1	0	-1	9	5	-0.4
(28) Cc1ccc(-c2cc(Cc3ccccn3)c(=O)[nH]n2)cc1
→ 11	17	12	-2	-2	13	-12	17	-1.3
(29) O=Nc1c(-c2ccccc2)[nH]n(-c2ccccc2)c1=O
→ -24	-3	18	-3	1	10	19	11	1.3
(30) CCOc1cc(CNc2ccc(N3CCCCC3)cc2)cc(Br)c1OCC(=O)NC(C)(C)C
→ 7	-28	17	0	-3	0	-12	12	2.4
(31) CCCOc1cccc(C2/C(=C(/O)c3ccc(OC)cc3)C(=O)C(=O)N2CCN(C)C)c1 (configuration not stated)
→ 14	-10	10	0	1	6	-2	21	-0.3
(32) COc1ccc(C(=O)NCC(=O)Nc2ccccc2)cc1OC
→ 8	-11	18	-2	-1	-8	-2	8	-1.9
(33) COc1ccc(N(C2CSC2)S(=O)(=O)c2ccccc2)cc1
→ -26	10	-29	0	-3	17	10	-44	-0.9
(34) CCN(C(=O)COC(=O)[C@H](C)N=C1NS(=O)(=O)c2ccccc21)C1CCS(=O)(=O)C1 (some centres not stated)
→ -22	-41	-10	-5	3	6	-3	-3	0.5
(35) Cc1ccc2c(c1)N(CCC(=O)NCc1ccc3c(c1)OCO3)C(=O)CO2
→ 19	-3	23	-5	-2	-3	23	8	-0.9
(36) O=[N+]([O-])c1cccc(-c2noc3c2-c2nc(Cc4cccc5ccccc45)sc2CC3)c1
→ 1	9	19	4	3	1	-17	13	-0.5
(37) Cc1ccc(N/N=C(\C#N)C(=N)N2CCOCC2)cc1
→ 7	12	8	-4	2	3	-47	11	3.9
(38) COCCNC(=O)c1nn2c(C(F)(F)F)cc(-c3ccccc3)nc2c1Cl
→ 9	9	13	0	-3	16	-4	-5	1.7
(39) O=C(COC(=O)c1cc2ccccc2oc1=O)c1cccc([N+](=O)[O-])c1
→ 12	48*	22	-6	0	29	-21	-3	1.4
(40) Cc1cc(NC(=O)Cn2c(=O)n(CCCCC(=O)NC3CCN(Cc4ccccc4)CC3)c(=O)c3ccccc32)n[nH]1
→ 8	10	5	-5	1	/	2	5	-1.5
(41) CCC1SC2=NC(C)=C(C(=O)OCC(C)C)C(/C=C/c3ccccc3OC)N2C1=O (configuration not stated)
→ 18	16	31	-2	0	12	-5	13	-2.7
(42) Cn1c2c(c(=O)n(C)c1=O)C(C(F)(F)F)(C(F)(F)F)N=C(CCC1CCCCC1)N2
→ 29	-14	35	0	13	-1	46	25	0.4
(43) O=S(=O)(NCCc1ccccn1)c1ccc(OC(F)(F)F)cc1
→ -3	-8	5	-4	0	-17	1	6	1.1
(44) O=C(CN1C(=O)NC2(CCCCC2)C1=O)Nc1cccc2ncccc12
→ 17	-7	27	1	0	-6	4	8	0.1
(45) Cc1cc(NC(=O)c2ccc(F)cc2)n(CCOC(=O)c2ccc(F)cc2)n1
→ 8	3	14	-4	-1	-7	27	-17	-1.1
(46) CCCCN(C(=O)COc1ccc(NC(C)=O)cc1)C1CCS(=O)(=O)C1 (configuration not stated)
→ -13	2	25	-1	2	-1	-34	-8	-2.1
(47) CC1(C)CC(NC(=O)C2CCC(=O)N(C3CC3)C2)CC(C)(C)C1 (configuration not stated)
→ 2	15	9	-9	-3	-10	-11	-7	0.6
(48) O=C(OCC(=O)N(Cc1ccccc1)C1CCS(=O)(=O)C1)c1cc2c(s1)CCCC2 (configuration not stated)
→ 11	18	19	1	-3	2	-3	21	-0.1
(49) O=C(Nc1nnc(SCCN2CCOCC2)s1)C1CC(=O)N(c2ccc(F)cc2)C1 (configuration not stated)
→ 6	10	3	7	-4	-17	10	17	-1.0
(50) COc1ccc(C(=O)NNC(=S)NC(=O)c2ccccc2[N+](=O)[O-])cc1
→ 15	7	19	-5	-1	8	-20	9	-0.3

Complete entries from above:
Results for `O=C(Nc1nnc(SCCN2CCOCC2)s1)C1CC(=O)N(c2ccc(F)cc2)C1` (configuration not stated) → tim10-1 inh = 6; APJ antag = 10; tim23-1 inh = 3; APJ ag = 7; UPR XBP1 act = -4; CXCR6 block = -17; Mdm2 MdmX PPI = 10; TIM10 inh = 17; CHOP UPR activ = -1.0
Results for `CCCCN(C(=O)COc1ccc(NC(C)=O)cc1)C1CCS(=O)(=O)C1` (configuration not stated) → tim10-1 inh = -13; APJ antag = 2; tim23-1 inh = 25; APJ ag = -1; UPR XBP1 act = 2; CXCR6 block = -1; Mdm2 MdmX PPI = -34; TIM10 inh = -8; CHOP UPR activ = -2.1

The results go on.
Second line of a record: tim10-1 inh	APJ antag	tim23-1 inh	APJ ag	UPR XBP1 act	CXCR6 block	Mdm2 MdmX PPI	TIM10 inh	CHOP UPR activ
(51) Cc1[nH]c(C)c(S(=O)(=O)N2CCN(c3ccccc3F)CC2)c1C(=O)N1CCCC1
→ 3	4	-1	0	-3	4	10	10	-0.8
(52) CCOc1ccccc1N(C)S(=O)(=O)c1ccc2c(c1)CC(C)N2C(=O)C1CC1 (configuration not stated)
→ 25	-25	34	-3	-4	6	32	11	0.5
(53) Cc1ccc(C(=O)CCC(=O)CCC(=O)O)cc1
→ -2	13	4	-2	1	0	-19	-4	-0.5
(54) COc1ccc(-c2ccc3oc(-c4ccc(OC)cc4)c(C#CCCO)c3c2)cc1
→ 9	-2	15	2	3	-6	42	5	0.1

APJ antag, hit marks shown above
| no. | SMILES | APJ antag | APJ ag | UPR XBP1 act | CXCR6 block | Mdm2 MdmX PPI |
| --- | --- | --- | --- | --- | --- | --- |
| 39 | O=C(COC(=O)c1cc2ccccc2oc1=O)c1cccc([N+](=O)[O-])c1 | 48* | -6 | 0 | 29 | -21 |
